Compound activity as filed in PubChem.
Myeloid diff 2 – myeloid differentiation induction. ER-HoxA9 myeloid progenitors, lysozyme-GFP differentiation, flow cytometry. calls only at 10 µM. actives 1% (n = 360,000). AID 624256;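 active = normalized GFP-positive differentiation at or above the plate's own cutoff, the solvent-only control mean plus 3 SD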;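 note: cells exposed to compound for four days before flow analysis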
PMI inhibitors – MPI enzyme activity inhibition – biochemical, fluorescence intensity, coupled assay, primary screen (AID 1209) | actives 0.42% (n = 190,000) | purified PMI enzyme, coupled fluorescence intensity; higher % means a stronger effect | inhibition, % at 20 µM; hits with a dose series show IC50 in µM;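 note: plate controls were DMSO vehicle for no effect and wells lacking substrate for full effect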
P. falciparum M1AAP – P. falciparum M1AAP inhibitors, biochemical, fluorogenic H-Leu-NHMec substrate, 1536-well (AID 1445); recombinant M1AAP, H-Leu-NHMec fluorogenic kinetic assay; higher % means a stronger effect; one-dose inhibition, % at 30 µM; IC50 in µM for titrated hits; actives 0.42% (n = 220,000);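 active = primary inhibition above the hit cutoff, then over 50% inhibition at one or more dose response concentrations, cut at about 23% in these data, passing the limit was not always enough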;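 note: plate controls were DMSO full reaction for no effect and no enzyme background for full effect; strong numbers were not always called active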
M17LAP inhibition – P. falciparum M17LAP inhibitors, primary screen, biochemical, fluorogenic H-Leu-NHMec substrate, 1536-well (AID 1619). recombinant M17LAP, H-Leu-NHMec fluorogenic kinetic assay; higher % means a stronger effect. actives 0.38% (n = 220,000). one-dose inhibition, % at 30 µM; IC50 in µM for titrated hits;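 active = compound inhibiting the enzyme by more than half at any dose during confirmatory dose-response retesting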;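 note: plate controls were full reaction with DMSO carrier for no effect and no enzyme background for full effect; strong numbers were not always called active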
LYP inhibition – PTPN22 lymphoid phosphatase activity blockers – biochemical, fluorescence intensity, uHTS (AID 1779) | recombinant LYP phosphatase, fluorescence intensity; higher % means a stronger effect | inhibition, % at 11.5 µM, or IC50 in µM where a hit was titrated | actives 0.054% (n = 290,000);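 note: plate controls were vehicle with enzyme for no effect and no enzyme for full effect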
TNAP activators – human TNAP enzyme activators, primary screen, biochemical, luminescent, no phosphate acceptor, uHTS (AID 1001). purified TNAP, luminescent activation assay, no phosphate acceptor; higher activation fold means a stronger effect. activation fold at 20 µM, or EC50 in µM where a hit was titrated. actives 0.03% (n = 200,000); in the data active = activation fold from about 3, or a potency from the dose series; inactive = the rest, 99 in 100 with activation fold below about 1.6; note: many of its hits are not listed in these tables
human PMI inhibitors – human PMI inhibitors, high substrate, primary screen, biochemical, fluorescence intensity, high mannose 6-phosphate (AID 1220) | actives 0.66% (n = 190,000) | recombinant PMI enzyme, coupled fluorescence intensity; higher % means a stronger effect | inhibition, % at 20 µM, or IC50 in µM where a hit was titrated
XIAP antagonists – XIAP antagonists, biochemical, IAP family, fluorescence polarization (AID 1018). XIAP BIR domain, fluorescence polarization peptide displacement; higher % means a stronger effect. one-dose displacement, % at 20 µM; IC50 in µM for titrated hits. actives 0.007% (n = 200,000); in the data active = displacement above about 50%; note: a part of the inactive calls stands beside numbers as strong as those of hits
CSM14.1 death rescue – rescue of cells from ER stress-induced death, primary screen, 384-well, CSM14.1, thapsigargin, ATP luminescence (AID 1222). CSM14.1 thapsigargin-induced death rescue, ATP luminescence; higher % means a stronger effect. cellular ATP content (survival), % at 20 µM; hits with a dose series show EC50 in µM. 190,000 tested, under 10 active;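 active = EC50 below 50 µM in the dose-response confirmation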;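 note: death triggered by thapsigargin at about 15 µM added after 2 h compound pretreatment; cell ATP read after overnight thapsigargin exposure of roughly 18 to 22 hours; normalized against plate controls of thapsigargin alone and 5% DMSO vehicle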
Myeloid diff 2 GFP+ MAC1+ % – further read-out of Myeloid diff 2, marked with its call; GFP+ MAC1+ double positive, %; measured here: differentiation confirmed by MAC1 staining
Numbers without * were called inactive; i = inactive; · = not tested or not shown; + = active, no number. Cut-off read from the data, not from the text of the source, unless noted: active = inhibition above about 50%; inactive = the rest. Random draw from the library (roughly 2.7% active in at least one column).

SMILES	Myeloid diff 2	Myeloid diff 2 GFP+ MAC1+ %	PMI inhibitors	P. falciparum M1AAP	M17LAP inhibition	LYP inhibition	TNAP activators	human PMI inhibitors	XIAP antagonists	CSM14.1 death rescue
Cc1cc2nnc(SC3CCCCN(C(=O)c4ccc(F)cc4)C3=O)n2c2ccccc12 (stereo not drawn)	i	0.7	12.4%	5.8%	-2.5%	8.5%	1	3.0%	-16.7%	-1.1%
CC1CCc2sc3nc(NCc4ccco4)n4ncnc4c3c2C1 (stereo not drawn)	i	0.6	8.2%	0.2%	-4.4%	-1.0%	1.1	8.7%	-3.1%	1.8%
CCCN1CNC(=S)N(c2ccc(C(=O)OCC)cc2)C1	i	0.5	13.3%	-1.1%	4.9%	-0.3%	1.1	0.4%	-18.2%	-2.1%
O=C(Cn1c(COc2ccc(Cl)cc2)nc2ccccc21)NCC(F)(F)F	i	0.5	8.7%	2.9%	3.8%	-6.4%	1	2.8%	-2.5%	-0.4%
COc1ccc(C(=O)OC(C)CN2CCOCC2)cc1OC (stereo not drawn)	i	2.1	3.4%	1.2%	-3.4%	-5.4%	1.1	-3.0%	-6.7%	-0.6%
Cc1cc(-c2ccc(Cl)cc2)oc(=O)c1NC(=O)c1ccccc1	i	0.6	-10.7%	2.7%	-7.3%	-7.0%	1	-4.7%	-5.2%	4.4%
CCOC(=O)C1(Cc2cccc(OC)c2)CCCN(Cc2nccn2CC)C1 (stereo not drawn)	i	0.7	2.8%	2.4%	-2.2%	-11.6%	1	0.5%	-5.8%	4.4%
CC(C)CN(C(=O)COC(=O)Cc1c[nH]c2ccccc12)C1CCS(=O)(=O)C1 (stereo not drawn)	i	1.3	4.0%	3.0%	2.3%	-1.0%	1.1	5.6%	-1.7%	-1.3%
CSc1ccc(C#N)cc1NC(=O)c1cccc(Cl)c1	i	1.1	6.5%	-1.4%	-0.2%	-1.5%	1.1	4.8%	-2.7%	0.3%
Cc1ccc(CNC(=O)CCCC(=O)Nc2cc(C)on2)cc1	i	0.6	-1.7%	·	·	-1.7%	1.1	-3.5%	-2.2%	-0.9%
CCOC(=O)N1CCN(C(=O)C2CCN(CC3CCCCC3)CC2)CC1	i	0.4	-7.8%	-2.2%	12.7%	-8.6%	1	-10.5%	-2.2%	-2.2%
Cc1ccc2nc(NC(=O)CN3C(=O)C4CC=CCC4C3=O)sc2c1 (stereo not drawn)	i	0.5	-4.0%	0.6%	9.4%	-1.9%	1	7.7%	-5.3%	-1.9%
O=C(Nc1ccc2ccccc2c1)c1ccc(Cl)cc1Cl	i	0.2	·	2.7%	0.1%	1.2%	·	·	·	·
CCn1c(-c2ccccc2)c(C(=O)O)c2ccccc21	i	1.1	3.4%	2.6%	-6.2%	-5.6%	1.1	-0.8%	2.6%	1.6%
Cc1sc2nc(-c3ccco3)oc(=O)c2c1C	i	0.7	7.4%	0.8%	-4.4%	-11.6%	1.1	11.0%	1.4%	-0.1%
COc1ccc2cc(Br)ccc2c1CC(=O)N(C)C	i	0.4	-3.7%	2.7%	1.5%	-1.3%	1.1	-6.3%	-0.9%	0.6%
COc1ccc(OC)c(CN2CCC(C(=O)N3CCN(c4ccccc4F)CC3)CC2)c1	i	0.5	-3.6%	-0.5%	4.4%	-10.4%	1.1	-5.8%	-3.8%	2.7%
Cc1ccc(NC(=O)Cn2cnc3cc([N+](=O)[O-])ccc3c2=O)c(Cl)c1	i	0.4	·	-6.4%	-8.1%	-4.6%	·	·	·	·
COc1ccc(NS(=O)(=O)c2cc(S(C)(=O)=O)ccc2C)cc1	i	1.3	9.0%	3.4%	-14.9%	-5.9%	1.1	15.0%	-7.3%	-0.3%
O=c1c2ccc(Cl)cc2nc(-c2cccc(C(F)(F)F)c2)n1O	i	0.9	0.9%	-6.7%	14.9%	9.5%	1.1	2.1%	-18.4%	2.1%
O=C(N/N=C/c1cccc(OCc2ccccc2)c1)c1cccs1	i	1.1	16.5%	1.8%	-7.3%	6.8%	1	15.8%	-5.6%	8.3%
COC(=O)NC(NC(=S)Nc1ccccc1OC)C(Cl)(Cl)Cl (stereo not drawn)	i	0.4	20.5%	10.7%	12.6%	-2.0%	1.1	17.3%	-3.0%	0.3%
CCN(CC)CCCNC(=O)c1nn(-c2ccccc2OC)c(=O)c2ccccc12	i	0.6	-0.5%	-1.0%	-10.2%	-3.6%	1.1	-3.5%	2.2%	-1.0%
Cc1nc(C(=O)NC2CCOCC2)sc1C1(C)CC(c2cccc([N+](=O)[O-])c2)=NO1 (stereo not drawn)	i	0.8	·	1.6%	10.1%	-6.7%	·	·	·	·
CC(C)(C)c1ccc2c(c1)OCC(C(=O)O)O2 (stereo not drawn)	i	0.6	0.8%	5.2%	9.3%	-4.3%	1	-5.0%	-4.0%	·
COc1ccc(NC(=O)CCN2CCN(S(=O)(=O)c3ccc(C(C)C)cc3)CC2)cc1	i	7.7	6.6%	-1.2%	-7.2%	-8.3%	1.1	4.2%	1.4%	0.3%
Nc1nnnn1CC(=O)N/N=C/c1cccs1	i	0.3	·	4.1%	-5.2%	-3.5%	·	·	·	·
CN(Cc1cnn(C)c1)C(=O)c1cc2ccccc2oc1=O	i	0.5	11.4%	3.2%	1.8%	1.8%	1.1	11.7%	-2.1%	·
COc1ccc(-c2nc3ccccc3c(=O)o2)cc1OC	i	0.1	1.0%	-4.8%	22.2%	-2.6%	1.1	-7.9%	-0.9%	-1.2%
Cc1cc(N2CCOCC2)nc2ccc(NC(=O)CCC(=O)N3CCCC(C)C3)cc12 (stereo not drawn)	i	1.0	-11.2%	2.4%	-128.8%	-6.7%	1	-1.6%	-7.2%	-2.7%
CCn1c(SC)nnc1-c1sc2cc(Cl)ccc2c1Cl	i	0.6	12.1%	-2.9%	6.8%	1.2%	1	12.4%	-4.0%	-0.8%
COc1ccc(C2=NN(C(=O)CSc3ncccn3)C(c3cccc(OC)c3OC)C2)cc1 (stereo not drawn)	i	0.8	3.0%	5.0%	9.2%	7.4%	1.2	0.9%	-6.9%	1.2%
CCCN(CCC)CCCNc1ccc2nnc(-c3ccc(F)cc3)n2n1	i	3.2	6.5%	12.4%	8.7%	-0.3%	1	-0.5%	-4.4%	-2.8%
O=C(NC1CCCc2ccccc21)c1ccc2c(c1)OCO2 (stereo not drawn)	i	0.3	2.4%	2.9%	5.2%	-2.6%	1	8.7%	-5.9%	-0.9%
COCCN(C(=S)Nc1c(C)cccc1C)C(C)c1ccco1 (stereo not drawn)	i	0.6	·	1.1%	-6.5%	-3.2%	·	·	·	·
CCOc1ccc(Cl)cc1S(=O)(=O)N1CCN(c2ccc(C)c(C)c2)CC1	i	1.1	17.8%	0.9%	-11.2%	6.7%	1.1	14.9%	-5.3%	-3.4%
O=C(CSc1nnc(NC(=O)c2ccccc2F)s1)Nc1ccccc1F	i	0.2	6.7%	-2.1%	-3.6%	-6.2%	1	12.3%	-1.7%	-2.3%
CC(C)CNC(=S)Nc1ccc(Oc2ccccc2)cc1	i	0.9	5.9%	5.5%	-7.2%	-7.3%	1	-0.2%	-4.5%	1.0%
COc1ccc(-n2c(CNC(=O)c3cccs3)n[nH]c2=S)cc1	i	0.0	-11.0%	0.2%	1.1%	-7.6%	1	-4.9%	-3.9%	·
Cc1cc(-c2n[nH]c(=S)n2CC(C)C)cs1	i	0.5	-0.8%	8.8%	8.2%	-3.4%	0.9	2.7%	-1.4%	-1.7%
COc1cc(S(=O)(=O)n2nc(C)cc2C)c(OC)cc1Cl	i	9.7	-0.1%	0.5%	3.2%	-2.4%	1.2	-5.6%	-0.6%	1.5%
O=S(=O)(NCCCc1ccccc1)c1ccc(Cl)cc1	i	1.8	21.4%	2.1%	-3.5%	0.8%	1.1	16.5%	-1.9%	0.4%
COC(=O)c1ccc(CSc2nnnn2-c2ccc(C)cc2C)o1	i	7.2	3.8%	5.0%	4.4%	1.2%	1.1	10.8%	-15.3%	4.9%
O=C(O)c1cccc(Nc2c([N+](=O)[O-])c(=O)oc3ccccc23)c1	i	0.6	·	3.5%	5.7%	0.4%	·	·	·	·
NC(N)=N/N=C/c1ccc(OCc2ccccc2Cl)cc1	i	0.7	5.9%	8.0%	-3.0%	0.9%	0.9	-14.0%	-8.9%	-2.8%

Brought forward from above: two entries, then new ones.
SMILES	Myeloid diff 2	Myeloid diff 2 GFP+ MAC1+ %	PMI inhibitors	P. falciparum M1AAP	M17LAP inhibition	LYP inhibition	TNAP activators	human PMI inhibitors	XIAP antagonists	CSM14.1 death rescue
O=C(O)c1cccc(Nc2c([N+](=O)[O-])c(=O)oc3ccccc23)c1	i	0.6	·	3.5%	5.7%	0.4%	·	·	·	·
NC(N)=N/N=C/c1ccc(OCc2ccccc2Cl)cc1	i	0.7	5.9%	8.0%	-3.0%	0.9%	0.9	-14.0%	-8.9%	-2.8%
CCS(=O)(=O)N1CCC(C(=O)NCCc2ccc(C)cc2)CC1	i	0.5	9.6%	-5.9%	-12.6%	-0.4%	1.1	4.9%	0.4%	·
COc1ccc(CNC(=O)CN(Cc2ccc(Cl)cc2)S(=O)(=O)c2ccccc2)cc1	+	6.4*	17.7%	-2.3%	1.2%	6.6%	1	13.6%	-4.4%	0.7%
CCNC(=S)N/N=C/c1sc(N2CCCCC2)nc1-c1cccs1	i	2.2	17.5%	1.1%	2.2%	4.6%	0.9	30.1%	1.4%	-8.3%
O=C(O)c1cc(O)ccc1-c1ccc(O)cc1	i	0.5	-5.8%	17.3%	5.0%	-3.3%	1.1	-5.0%	-3.1%	1.7%
CCCCCCC1CCC(C(=O)NC(CCSC)C(=O)NC(C(=O)OC)C(C)C)CC1 (stereo not drawn)	i	0.0	-7.8%	-2.0%	7.0%	-2.1%	1.1	-13.1%	-4.7%	-0.8%
O=C(CC1SC(=NCCc2ccccc2)N(/N=C/c2cccs2)C1=O)Nc1ccc(Cl)cc1 (stereo not drawn)	i	0.2	11.2%	10.1%	-1.8%	-7.1%	1.1	4.3%	-9.6%	-1.1%
Cc1cccc(NC(=O)c2sc3nc(N)c(C#N)cc3c2N)c1	i	0.1	5.5%	4.4%	12.2%	3.8%	1	3.2%	-1.2%	-0.5%
O=C(CSc1c(F)c(F)cc(F)c1F)Nc1ccc(C2SCCS2)cc1	i	0.1	·	-0.7%	1.2%	1.6%	·	·	·	·
C=CCNC(=O)/C(C#N)=C/c1c(N2CC(C)OC(C)C2)nc2ccccn2c1=O (stereo not drawn)	i	0.6	-2.2%	7.4%	-125.8%	-54.4%	1.1	-1.4%	-8.0%	-1.3%
CCN(CC)c1ccc(NC(=S)NC(=O)c2cccs2)cc1	i	0.1	25.0%	10.2%	7.7%	2.1%	0.9	27.0%	-3.5%	-1.2%
